# Screening results from PubChem BioAssay.
# Polio RdRp inh: inhibitors of poliovirus RNA polymerase binding and polymerization; poliovirus polymerase elongation, fluorescence polarization; active compounds read low; AID 588519; % elongation, % (compound at 16.7 µg/mL); P03300; 0.66% of 150,000 active; in the data active = % elongation below about 90%; also: some results filed as inactive read as strong as hits
# Target sequence (P03300 1749-2209 limits assumed): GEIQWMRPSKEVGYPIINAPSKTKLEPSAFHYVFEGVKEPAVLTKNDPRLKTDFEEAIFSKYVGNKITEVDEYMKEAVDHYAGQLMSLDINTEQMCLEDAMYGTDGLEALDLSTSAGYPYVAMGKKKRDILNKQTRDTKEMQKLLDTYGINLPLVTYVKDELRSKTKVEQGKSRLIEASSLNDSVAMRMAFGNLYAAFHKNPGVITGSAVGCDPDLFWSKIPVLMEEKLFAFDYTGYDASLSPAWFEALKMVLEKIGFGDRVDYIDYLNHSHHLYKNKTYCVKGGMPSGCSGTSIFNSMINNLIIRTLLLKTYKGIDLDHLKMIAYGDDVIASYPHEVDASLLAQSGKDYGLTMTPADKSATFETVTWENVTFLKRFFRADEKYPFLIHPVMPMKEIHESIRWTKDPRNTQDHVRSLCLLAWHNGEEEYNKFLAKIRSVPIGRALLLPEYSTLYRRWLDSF
# Polio RdRp inh FP z-score: second read-out of Polio RdRp inh, no call of its own (marks repeat the call); z-score; measured here: FP z-score; hits read low
# An asterisk follows results filed as active.
SMILES,Polio RdRp inh,Polio RdRp inh FP z-score
COC(=O)c1csc(S(=O)(=O)N=S(C)(=O)c2ccccc2)c1OC (stereo unspecified),102,-0.1
CC(Sc1nc(N)cc(N)n1)C(=O)c1ccc(Br)cc1 (stereo unspecified),107,0.4
Cc1c(C#N)c2nc3ccccc3n2c(=O)/c1=C\Nc1cccc(NC(=O)c2ccccc2)c1,49,-11
O=C(CCC(=O)c1cccs1)NC1=NCCS1,104,0.1
COc1ccc(OCC(=O)N2N=C(c3ccc(Cl)cc3)CC2c2ccco2)cc1 (stereo unspecified),103,0.1
Cc1ccc(S(=O)(=O)NC(=O)c2cc(/C=N/NCCC#N)n(C)c2)cc1,105,0.4
COc1cccc(/C(O)=C/c2nc3ccc(C(F)(F)F)cc3[nH]c2=O)c1,107,1.7
COc1cc2c(C)nc3onc(-c4ccccc4)c3c2cc1OC,103,0.4
COc1ccccc1N1CCN(C(=O)c2oc3ccccc3c2NC(=O)C(C)Oc2ccccc2)CC1 (stereo unspecified),107,0.2
Cc1[nH]c2cc3c(C(F)(F)F)cc(=O)[nH]c3cc2c1C,141,3.6
Cn1c(-n2cccc2)c(-c2c(-c3ccccc3)[nH]c3c2c(=O)[nH]c(=O)n3C)c(=O)[nH]c1=O,111,0.4
Oc1ccc(NCc2ccccc2OCc2ccccc2)cc1,101,-0.5
CCN(CC)C(=O)Cc1nc(-c2ccc(OC)cc2)no1,102,-0.2
NC(=O)C1CCCNC1 (stereo unspecified),100,-0.2
NC(=O)CSc1nc2sc3c(c2c(=O)n1C1CCCC1)CCCC3,100,-0.4
O=C(Cc1ccccc1F)N1CCC(c2nc3c(nnn3Cc3ccc(F)cc3)c(=O)[nH]2)CC1,110,0.9
COc1ccc(-c2nn3c(-c4ccccc4C)nnc3c3ccccc23)cc1,98,-1.1
COC(=O)C1=C(C)NC(C)=C(C(=O)OC)C1c1ccccc1OCc1c(C)no[n+]1[O-],101,-0.3
Cc1cc(C)c2c(C)c(C(=O)N3CCC(c4nc5ccccc5s4)CC3)oc2c1,109,0.2
CCOC(=O)CC(N)c1cccc(O)c1 (stereo unspecified),102,0.1
Cc1ccc(NC(=O)C(Cc2ccccc2)n2cccc2)c(C)c1 (stereo unspecified),100,-1.5
O=C1CSC2(CCCC2)N1,102,0.2
CC(=O)Nc1nonc1-c1nnc(SCC(=O)Nc2ccc(C)cc2)n1-c1ccccc1,110,0.8
Cc1nc(-c2c(C(=O)NN)noc2C)cs1,94,-2.5
CC1CCCN(S(=O)(=O)Cc2ccccc2)C1 (stereo unspecified),102,0

# Compound profiles, from the list above. Screens in order: Polio RdRp inh, Polio RdRp inh FP z-score
# Listed for CC(=O)Nc1nonc1-c1nnc(SCC(=O)Nc2ccc(C)cc2)n1-c1ccccc1 = 110, 0.8
# Listed for Oc1ccc(NCc2ccccc2OCc2ccccc2)cc1 = 101, -0.5
# Listed for O=C1CSC2(CCCC2)N1 = 102, 0.2
# Listed for COc1cccc(/C(O)=C/c2nc3ccc(C(F)(F)F)cc3[nH]c2=O)c1 = 107, 1.7
# Listed for CCN(CC)C(=O)Cc1nc(-c2ccc(OC)cc2)no1 = 102, -0.2

# (more compounds)
SMILES,Polio RdRp inh,Polio RdRp inh FP z-score
Cc1cc(C)cc(NC(=O)C(c2ccccc2)N2CCCC2)c1 (stereo unspecified),107,0.6
CCCCCc1nnc(N)s1,103,0.4
CC(C)CNC(=O)c1cc(-c2cccs2)on1,102,0.2
OCc1nc2ccccc2n1CC(O)COc1ccccc1 (stereo unspecified),101,0.2
C1=C(c2ccccn2)Oc2ccccc2O1,101,-0.4
COc1ccc2c(c1)C(=O)C(CC1(O)C(=O)N(C)c3ccccc31)CC2 (stereo unspecified),100,0
O=C(O)CCc1n[nH]c(=O)[nH]c1=O,104,0
Cc1cc(SCC(=O)NCc2ccccc2)nc(=O)[nH]1,111,1.2
N#Cc1nc(-c2ccc(Cl)cc2)oc1NC1CC1,104,1
COc1ccc(CCNC2(Cc3ccccc3)CC(C)N(C)CC2C)cc1OC (stereo unspecified),102,-0.1
O=C(CSc1ccc(Br)cc1)N1CCCCC1,104,0.9
COc1cc(C2CC(=O)c3c([nH]c(C(=O)OC4CCCC4)c3C)C2)cc(OC)c1OC (stereo unspecified),105,0.2
CCc1ccc(NC(=O)Cn2c(=O)n(Cc3ccccc3)c(=O)c3oc4ccccc4c32)cc1,110,0.7
COc1ccc(C)cc1S(=O)(=O)NC(C)C(=O)NCc1ccco1 (stereo unspecified),100,-0.7
COc1ccc(-c2nc(CCNC(=O)c3cccs3)cs2)cc1,99,-2
Cc1ccc(C)c(N2CCN(CCCNC(=O)c3ccc4nc(C(C)C)oc4c3)CC2)c1,107,0
Cn1c(=O)[nH]c2nncnc2c1=O,43*,-12*
Cc1ccccc1NC(=O)CSc1nc2c(oc3ccccc32)c(=O)n1Cc1ccco1,101,-1.2
CN1CCC(c2ccc(Cl)s2)=N1,103,0.6
O=C(N/N=C/c1ccco1)C1CC1(c1ccccc1)c1ccccc1 (stereo unspecified),98,-0.6
CN(C)/C=C/c1c(C#N)c(=O)ncn1Cc1ccccc1,101,0.2
CC(=O)NC(C)C(=O)OCc1ccc(Cl)cc1Cl (stereo unspecified),97,-1.8
CCOC(=O)CSc1nc2ccc(NC(=O)c3ccc(Cl)cc3)cc2s1,116,2.1
COc1ccc(-c2noc(=O)n2Cc2cccc(C)c2)cc1,103,0.6
O=C(OCC(=O)C12CC3CC(CC(C3)C1)C2)c1ccccc1,102,0.2

# Sorted by molecular weight (descending): part of the list above
SMILES,Polio RdRp inh,Polio RdRp inh FP z-score
CC(=O)Nc1nonc1-c1nnc(SCC(=O)Nc2ccc(C)cc2)n1-c1ccccc1,110,0.8
Cc1cc(C)c2c(C)c(C(=O)N3CCC(c4nc5ccccc5s4)CC3)oc2c1,109,0.2
O=C(CSc1ccc(Br)cc1)N1CCCCC1,104,0.9
COc1ccc(-c2noc(=O)n2Cc2cccc(C)c2)cc1,103,0.6
CCCCCc1nnc(N)s1,103,0.4

# (list continues)
SMILES,Polio RdRp inh,Polio RdRp inh FP z-score
CCNc1nc(NCC)nc(NNC(=S)Nc2ccc(C)cc2)n1,104,0.3
COc1ccc2c(c1)[nH]c1c(=O)n(CCCN3CCN(C4CCCCC4)CC3)cnc12,102,-0.2
O=c1c2ccccc2nc2n1CCN2,107,1.1
CCc1ccccc1NC(=O)C(C)Oc1ccccc1 (stereo unspecified),108,0.8
O=C1/C(=C/c2cccnc2)CCC/C1=C\c1cccnc1,101,0.1
COC(=O)C1=C(C)NC(=O)NC1c1ccccc1 (stereo unspecified),101,0
COc1ccc(Cl)cc1NN,101,-0.2
Cc1ccc(C2CC(=O)C(C=NCCN3CCNCC3)=C(O)C2)cc1 (stereo unspecified),102,0.4
C/C(=C(/C#N)P(=O)(c1ccccc1)c1ccccc1)N1CCOCC1,102,0.1
CCCC1(CCC)NC(=O)N(Cc2ccc(-c3ccc(Br)cc3)o2)C1=O,107,0.6
O=c1c2ccccc2sn1-c1nc2ccccc2s1,99,-0.3
N#CCCn1cc(Cl)c(=O)c(Cl)c1,105,0.1
CCCOc1ccc(-c2nonc2NC(=O)c2ccco2)cc1OCCC,109,0.4
COc1ccc(CNC(=O)CCn2c(=O)c3sccc3n(CC(=O)N3CCCCC3C)c2=O)cc1 (stereo unspecified),102,0.3
O=C(COC(=O)/C=C/c1ccc2c(c1)OCO2)Nc1ccccc1,102,0.1
Cc1ccc(C)c(N2CCN(C(=O)NCc3noc4ccc(C)cc34)CC2)c1,108,0.2
CN1CCN(C(=S)SCC(=O)N2CCCc3ccccc32)CC1,101,-0.5
O=C(/C=C/c1ccco1)NCC1(c2ccccc2)CCOCC1,103,0.4
N#Cc1ccc(CSc2ccc(Cl)cc2)cc1,105,0.3
CCNC(=O)NCCC12CC3CC(CC(C3)C1)C2,101,-0.2
O=C(Nc1cc(F)ccc1F)C1CCN(C(=O)c2cnn(-c3ccccc3)c2-n2cccc2)CC1,111,0.2
COc1ccc(-c2nnc(SCCOc3ccc(Cl)cc3)o2)cc1,108,0.7
Cc1ccccc1Nc1nc(N)nc(CSc2nnc(-c3ccccc3F)o2)n1,107,0.7
Cc1ccc(Cl)cc1Nc1nn2c(=O)c3ccc(C(=O)NC(C)c4ccccc4)cc3nc2s1 (stereo unspecified),113,1
Cc1ccc(-c2nc3c(C)cccn3c2Nc2ccccc2C)s1,105,-1.1

# No new results follow: entries from further up.
SMILES,Polio RdRp inh,Polio RdRp inh FP z-score
CCNC(=O)NCCC12CC3CC(CC(C3)C1)C2,101,-0.2
O=C(Nc1cc(F)ccc1F)C1CCN(C(=O)c2cnn(-c3ccccc3)c2-n2cccc2)CC1,111,0.2
COc1ccc(-c2nnc(SCCOc3ccc(Cl)cc3)o2)cc1,108,0.7

# Continuation.
SMILES,Polio RdRp inh,Polio RdRp inh FP z-score
Cn1ccc(NC(=O)C(c2ccccc2)c2ccccc2)n1,101,-0.2
Cc1cccc(NC(=O)C2(c3ccccc3)CCOCC2)c1,107,0.4
Cc1cccc(Oc2nc3c(c(=O)n(C)c(=O)n3C)n2C)c1C,109,0.5
CCc1nn(CC(=O)NCCCc2ccccc2)c(=O)c2cc3cc(F)ccc3n12,101,-1.6
Cc1cccc(-n2cc(-c3ccccc3)c3c(NC(C)C)ncnc32)c1,108,0.2
Cc1oc(/N=C/c2ccccc2)c(C#N)c1C,101,0.3
CC(C)NC(=O)CC1Oc2ccc(Cl)cc2NC1=O (stereo unspecified),104,0.3
O=C(Cn1c(SCc2cccc(F)c2)nc2ccncc21)Nc1ccc(Cl)cc1F,107,0
COCCn1c(C23CC4CC(CC(C4)C2)C3)n[nH]c1=S,101,0
O=C(OCCN1CCCCC1)c1cccc(COc2ccc3ccccc3c2)c1,98,-1.3
COC(=O)C1=C(C)N(CC2CCCO2)C(=O)/C1=C/c1ccc(CNS(=O)(=O)c2ccc(Cl)cc2)o1 (stereo unspecified),100,-0.5
CC(C)NC(=O)c1ccc(CS(=O)Cc2ccc(Cl)cc2)o1 (stereo unspecified),101,-0.3
O=C(Cn1cncn1)Nc1c(Cl)cc(Cl)cc1Cl,100,-0.1
Cc1ccnc2nc(C(=O)N3C(=NCc4ccccc4)SCC3(C)C)nn12,99,-0.4
O=C(COc1ccc(/C=c2/sc3nc4ccccc4n3c2=O)cc1)N1CCCC1,103,0.5
CCOC(=O)C1CCCN(c2ncnc3[nH]ncc23)C1 (stereo unspecified),99,-0.1
O=C(NCc1ccccc1)c1cccc(S(=O)(=O)N2CCCC2)c1,97,-1.1
Cc1cc(C)cc(NC(=S)N(CCCN2CCOCC2)C(C)c2cc3ccccc3o2)c1 (stereo unspecified),101,-0.8
CC(NC(=O)c1ccncc1)C(c1cccs1)N1CCN(Cc2ccccc2)CC1 (stereo unspecified),103,0.7
CCn1c(=O)[nH]c(=O)c2c(C(F)(F)F)cc(-c3ccc(C)cc3)nc21,98,-0.6
CSC(=NCc1ccco1)Nc1cc(-c2ccccc2)[nH]n1,102,-0.1
Cc1cccc(-n2c(C)cc(C(=S)N3CCOCC3)c2C)c1C,103,0.2
Cc1ccc2nc(N(Cc3cccnc3)C(=O)c3cccs3)sc2c1,104,-0.6
O=C(Nc1cccc2ccccc12)NC1CC1,102,-0.2
Cc1cccc(N2CCN(C(=O)c3ccc(NC(=O)c4nsc5ccccc45)cc3)CC2C)c1 (stereo unspecified),102,-1.1

# Next results follow.
SMILES,Polio RdRp inh,Polio RdRp inh FP z-score
O=C(c1ccc(Cn2c(=O)[nH]c3ccsc3c2=O)cc1)N1CCCCC1,102,0.4
COC(=O)c1c(NC(=O)CCCOc2cccc(C)c2)sc2c1CCC2,101,-0.5
CCCOc1cccc(C2c3c(oc4cc(C)c(C)cc4c3=O)C(=O)N2CCCN2CCOCC2)c1 (stereo unspecified),109,0.7
COc1cc(OC)c(N(C)C(=O)c2c(C)oc3ncn(CC(C)C)c(=O)c23)cc1Cl,103,-0.6
CC(C)(C)c1cc(CN)c(C(=O)O)o1,100,-0.5
Cc1ccc(CC(C#N)Sc2nnc3n2CCCCC3)cc1 (stereo unspecified),101,0
Cc1ccc(C)c(Cn2c(=O)n(CCCC(=O)NCc3ccc4c(c3)OCO4)c(=O)c3sccc32)c1,107,0.3
COC(=O)C1=C(C)N2[C@@H](C=C1)[C@@](C#N)(C(N)=O)[C@@H](c1ccccc1)[C@@H]2C(=O)OC,44,-4.9
CC(C)(C)NC(=O)Cc1ccccc1,102,0.1
CCCCNC(=O)C1CCN(c2nc3ccc(C)cc3[nH]2)CC1,110,0.6
COC(=O)COc1ccc(S(=O)(=O)N2CCN(c3ccccc3F)CC2)cc1Cl,105,0.8
CC1CCCN(Cc2c(O)ccc3c(=O)c(-c4ccccc4Cl)c(C(F)(F)F)oc23)C1 (stereo unspecified),103,-0.5
CC1(C)CC(=O)CC(=Nc2ccccc2N)C1,103,0.2
Cc1cc(C(F)(F)F)n2nc(C(N)=O)cc2n1,104,0.8
Nc1nc(N2CCCCC2)ncc1F,101,0.2
N#Cc1cc(C#N)c(SCCN2CCOCC2)nc1N,12,-16
Cc1ccc(Nc2nc3c(S(=O)(=O)c4ccccc4)nnn3c3ccc(Cl)cc23)c(C)c1,108,0.9
CCOc1ccc(Nc2ccc(S(=O)(=O)N3CCOCC3)cn2)cc1,101,-0.4
CN(c1ccccc1C(=O)NCCc1ccccc1)S(C)(=O)=O,99,-0.4
Cc1ccc(C)c(N2CCN(Cc3nnc(-c4ccc5c(c4)OCO5)o3)CC2)c1,108,0.9
CC(C)(C)OC(=O)N1CCC(c2c(C(=O)Nc3ccc4c(c3)OCO4)cnn2-c2ccccc2)CC1,101,-1.4
CCNC(=S)N/N=C/c1c(F)cccc1F,99,-0.3
O=C1CC(c2ccccc2)NC(=S)N1 (stereo unspecified),102,0.1
CC1CCCN(S(=O)(=O)c2cc3c(cc2Cl)NC(=O)CO3)C1 (stereo unspecified),104,-0.5
C=CCc1cc(C)ccc1OCCNC(C)C,101,-0.1
COc1ccccc1N1CCN(C(=O)CCCC(=O)O)CC1,98,-1.3
O=C(CN1C(=O)S/C(=C\C=C\c2ccccc2)C1=O)Nc1cccc(O)c1,103,0.3

# This is a subset. The share of hits here may be higher or lower than overall.
